# High-throughput results (PubChem BioAssay)
# C-LANA FP: inhibitors of KSHV LANA C-terminal domain DNA binding. MBP-C-LANA/FAM-LBS DNA binding, fluorescence polarization. inhibition, % at 9 µM. hit rate 0.078% among 340,000. AID 504423;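 active means highest replicate inhibition at or above 60% at 9 µM, even if other replicates fall short; inactive means all replicates below 60% inhibition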;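 further: 0% = neutral control wells and 100% = 4 µM acridine orange control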
# Pemphigus Ab inh: human desmoglein-3 autoantibody binding inhibition; P32926; DSG3-coupled beads, scFv-anti-DSG3-GFP binding, flow cytometry; active compounds read low; binding (percent of control), % at 10 µM; hit rate 0.48% among 310,000;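 active means binding more than 3 SD below its plate's average and above zero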;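 further: hits lower antibody fragment binding to DSG3; some compounds called inactive have numbers as strong as hits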
# Target sequence (P32926 whole entry, looked up, the tested form may be a part): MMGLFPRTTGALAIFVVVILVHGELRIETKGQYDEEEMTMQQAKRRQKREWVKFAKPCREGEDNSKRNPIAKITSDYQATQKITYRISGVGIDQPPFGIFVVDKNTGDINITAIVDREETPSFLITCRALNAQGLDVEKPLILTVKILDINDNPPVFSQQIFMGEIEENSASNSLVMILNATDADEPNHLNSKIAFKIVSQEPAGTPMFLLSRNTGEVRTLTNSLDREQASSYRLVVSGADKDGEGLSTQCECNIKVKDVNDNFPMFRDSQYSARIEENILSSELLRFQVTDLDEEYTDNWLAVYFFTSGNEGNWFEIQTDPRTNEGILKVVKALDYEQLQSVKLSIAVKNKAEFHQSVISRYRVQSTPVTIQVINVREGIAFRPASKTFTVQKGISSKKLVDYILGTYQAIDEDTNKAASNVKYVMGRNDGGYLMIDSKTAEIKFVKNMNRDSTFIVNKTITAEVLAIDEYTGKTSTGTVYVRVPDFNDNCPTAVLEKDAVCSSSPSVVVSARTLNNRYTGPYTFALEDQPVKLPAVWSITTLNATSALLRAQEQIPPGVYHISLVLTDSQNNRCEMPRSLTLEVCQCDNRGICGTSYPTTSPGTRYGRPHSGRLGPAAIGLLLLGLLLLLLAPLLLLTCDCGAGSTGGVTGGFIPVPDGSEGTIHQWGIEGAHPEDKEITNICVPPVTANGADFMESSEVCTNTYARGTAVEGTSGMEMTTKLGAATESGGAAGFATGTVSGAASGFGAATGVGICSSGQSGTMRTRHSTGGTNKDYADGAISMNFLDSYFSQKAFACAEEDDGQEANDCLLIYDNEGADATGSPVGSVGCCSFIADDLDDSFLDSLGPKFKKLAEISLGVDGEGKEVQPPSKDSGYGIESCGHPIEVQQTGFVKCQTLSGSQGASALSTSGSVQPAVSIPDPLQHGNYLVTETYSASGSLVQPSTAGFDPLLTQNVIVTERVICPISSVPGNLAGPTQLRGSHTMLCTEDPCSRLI
# DAGLB inhibitor: diacylglycerol lipase beta (human) inhibition. Q8NCG7. HEK293T DAGLB membrane lysate, EnzChek fluorogenic substrate. inhibition, % at 5.17 µM. hit rate 0.059% among 340,000. AID 504411; in the data active means inhibition above about 34%;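 further: 0% = enzyme with vehicle and 100% = wells lacking enzyme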
# CAL PDZ FP-1: inhibitors of human CAL PDZ peptide binding | Q9HD26 | purified CAL PDZ, TMR-peptide fluorescence polarization, 1 h | inhibition, % at 24.9 µM | hit rate 0.92% among 300,000 | AID 602252;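 active means mean inhibition of at least 30% with at least half of replicates also reaching 30%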;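 further: 0% = DMSO neutral control and 100% = excess unlabeled competitor peptide PRC23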
# V-ATPase pHluor: regulators of yeast V-ATPase proton transport; S. cerevisiae, pHLuorin cytosolic pH fluorescence; response, % at 10 µM; hit rate 0.37% among 350,000; in the data active means response mostly above about 7.3%, no sharp cut-off; inactive means mostly below about 5.4%; further: actives read high; inactives centre near 0; some compounds called inactive have numbers as strong as hits
# Cardiac RTF inh: cardiac RTF calcium desensitization | P19429+P45379 | IANBD-labeled cardiac RTF, Ca2+ fluorescence | inhibition, % at 7.15 µM | hit rate 0.12% among 340,000;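 active means inhibition above the mean inhibition of all tested compounds plus 3 SD, cut at about 17% in these data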;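 further: assay run at fixed EC70 calcium of 1.6 mM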
# Arr AP2 block: blocks beta-arrestin peptide binding to AP2 adaptin; inhibition, % at 10 µM; FITC-arrestin peptide / GST-AP2 beads, flow cytometry; AP2 beta2 appendage carries R879A mutation; hit rate 0.31% among 340,000; AID 504490;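 active means inhibition above a set limit, near 3 SD of compounds lacking own fluorescence, cut at about 54% in these data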;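 further: plate controls were DMSO wells for no effect and 5 µM unlabelled arrestin peptide for full effect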
#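 Material – GST-tagged AP2 beta2-adaptin appendage (R879A) on 4 µm glutathione beads · Probe or stimulus – fluorescein-tagged arrestin peptide at 50 nM final · Timing – 12 min plus 1 h, RT · Detection – bead flow cytometry, FITC channel · Read-out basis – inhibition as reduced fluorescein signal on beads, percent · Medium – PBS plus Tween 20 (0.05%) and BSA (0.1%)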
# CAL PDZ FP-2: human CAL PDZ-peptide interaction inhibition | hit rate 0.02% among 330,000 | purified CAL PDZ, TMR-peptide fluorescence polarization, 1 h | Q9HD26 | AID 504414 | inhibition, % at 20 µM;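 active means highest replicate inhibition of at least 40%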;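 further: plate controls were DMSO neutral control wells for no effect and unlabeled competitor peptide control wells for full effect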
#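 Material – purified CerCALP PDZ construct · Detection – FP readout, S and P plane fluorescence · Measure – percent inhibition from loss of millipolarization · Controls – unlabelled peptide for full inhibition, DMSO wells as neutral · Probe or stimulus – TMR-labelled reporter peptide T*-PRC34 bound in PDZ groove · Times – 1 h at RT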
# NSD2 HMT inh: NSD2 (human) methyltransferase inhibition; inhibition, % at 12.5 µM; NSD2 peptide methylation, AlphaScreen, 120 min; O96028; hit rate 0.54% among 310,000; AID 743445; in the data active means inhibition above about 50%
# Keap1 Nrf2 FP: inhibitors of human Keap1-Nrf2 protein-protein interaction; AID 504523; Keap1 Kelch-Nrf2 peptide fluorescence polarization, 1536-well; inhibition, % at 9.4 µM; hit rate 0.15% among 340,000; in the data active means inhibition above about 12%;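 further: human Keap1 Kelch domain with fluorescein labeled Nrf2 9mer peptide probe; 0% = neutral control wells and 100% = peptide positive control; higher means more block of Keap1 binding to Nrf2 peptide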
# Active calls of the source: *; x = not tested or not shown. This is a subset; count on the stated rates, not on these rows.
SMILES,C-LANA FP,Pemphigus Ab inh,DAGLB inhibitor,CAL PDZ FP-1,V-ATPase pHluor,Cardiac RTF inh,Arr AP2 block,CAL PDZ FP-2,NSD2 HMT inh,Keap1 Nrf2 FP
COc1cccc2sc(N(CCCN(C)C)C(=O)c3ccc(S(=O)(=O)N4CCCc5ccccc54)cc3)nc12,-0.9,113.5,1.3,-5.1,4.2,-11.1,1.4,-1.9,5.8,-3.1
O=S(=O)(Nc1cccc(-n2cnnn2)c1)c1ccccc1C(F)(F)F,-0.8,x,-0.9,-4.0,0.9,-0.3,-12.4,-1.4,38.1,-4.9
COc1ccc(C2/C(=C(/O)c3ccccc3)C(=O)C(=O)N2C)c(OC)c1 (centres undefined),0.1,116.2,1.5,-0.2,-4.6,-12.6,-6.8,0.0,6.1,4.1
Cc1ccccc1Nc1nnc(SCC(=O)NCc2ccco2)s1,-1.0,101.3,1.8,-5.8,-1.9,0.4,8.2,-0.3,-0.2,0.6
COc1ccc(CN2C(=O)CCC(C(=O)O)C2c2ccccc2)cc1 (centres undefined),0.1,101.6,0.4,-2.3,1.2,4.9,17.9,0.2,-3.7,-7.9
Nc1nc(NCC2CCCO2)nc(Nc2ccccc2)c1[N+](=O)[O-] (centres undefined),1.5,81.7,0.6,-3.9,2.9,-15.9,9.2,-3.3,5.2,-4.7
COc1ccc(C)c2sc(NC(=O)C3CC3)nc12,0.8,97.4,0.0,x,-4.5,2.2,26.2,-1.1,x,-0.2
COc1ccccc1C(C)NS(=O)(=O)c1ccc(Cl)nc1 (centres undefined),1.0,98.3,-0.1,-4.1,0.6,-8.1,7.3,-1.9,-17.5,2.9
CCN=C1SC(C(=O)Nc2ccc(Cl)c(Cl)c2)CC(=O)N1CC (centres undefined),0.0,x,-14.4,-0.8,2.0,-7.5,-5.8,-1.0,-1.3,-7.6
C#CCOc1ccccc1CNC1CCN(Cc2ccccc2)CC1,1.1,94.4,-1.1,-0.5,-1.1,-6.6,-0.3,1.2,4.5,-0.2
O=C(Nc1nccs1)C1CCN(S(=O)(=O)c2ccc(Cl)c(C(F)(F)F)c2)CC1,-1.7,98.8,0.4,-4.0,-0.7,-19.6,12.1,-0.3,-2.5,-6.6
CN(Cc1cccc(F)c1)C(=O)CN1CCN(S(=O)(=O)c2ccc3c(c2)OCCCO3)CC1,1.6,102.3,-3.2,0.1,3.5,-1.9,-4.1,-0.7,-0.3,-5.2
Cc1cc(OCC(=O)NCC(c2ccc(F)cc2)N2CCOCC2)ccc1Cl (centres undefined),0.7,103.4,1.2,-0.5,2.1,-7.1,35.9,-0.7,2.9,-3.5
CC(C)C(C(=O)Nc1ccc(S(N)(=O)=O)cc1)N1C(=O)c2ccccc2C1=O (centres undefined),0.4,104.2,1.3,-6.0,-1.6,-8.4,19.0,-3.4,-0.5,0.1
Cc1c(NC(=O)CSC(=S)N2CCCC2)c(=O)n(-c2ccccc2)n1C,0.3,93.5,1.3,-4.9,2.4,-17.3,17.5,-1.0,1.4,-2.1
CC(C)[C@@H](N)C(=O)NC[C@H]1O[C@@H](n2cnc3c(N)ncnc32)[C@H](O)[C@@H]1O,-1.3,92.9,-5.2,-2.8,1.5,-3.3,32.3,0.9,x,-4.4
CCOC(=O)C1CCN(C(=O)c2ccccc2NC(=O)C2=C(C)OCCS2)CC1,-1.2,92.9,1.6,-4.5,-0.1,3.4,2.8,-1.2,-1.2,-1.7
COc1ccc(C(=O)NC(=S)Nc2ccc(N3CCN(C(C)=O)CC3)cc2)cc1[N+](=O)[O-],-0.9,x,3.2,-2.1,0.2,0.3,-8.4,-1.1,1.6,-4.0
COC(=O)c1cc(Cl)c(N)cc1OC,-1.5,105.2,0.0,1.3,0.6,-1.8,3.1,x,-1.7,1.8
Cc1ccc(F)c([C@H]2[C@@H]3C=CCC[C@@]3(C)C(=O)N2Cc2ccccc2)c1,-1.2,105.3,-7.8,-1.3,1.4,-10.1,2.7,0.4,x,-2.0
COc1ccc(C(=O)C2CCN(C(=O)Nc3ccccc3C)CC2)cc1,0.6,101.0,0.3,-0.4,-5.1,6.4,48.3,-1.6,1.6,1.5
CC(C)C(OC(=O)c1cc2sccc2n1C)C(=O)NCC1CCCO1 (centres undefined),1.8,106.3,2.6,-2.5,-0.6,-9.1,-0.4,-2.3,1.5,3.1
CN1C(=S)SC2CS(=O)(=O)CC21C (centres undefined),-2.7,110.1,1.1,x,-0.7,-10.2,-33.1,0.8,-3.3,-2.1
Cc1nc2ccccc2c2c(N)c3ccccc3n12,0.7,100.6,2.5,x,-0.6,-2.9,-4.4,0.7,43.8,7.7
Cc1ccc2c(c1)N(CCC(=O)NCc1cccnc1)C(=O)CO2,-0.3,99.2,-2.9,0.8,-2.8,0.9,-10.5,0.7,-2.5,2.1
CN(C)c1oc(-c2ccccc2Cl)nc1S(=O)(=O)c1ccccc1,-0.8,101.4,-2.2,x,2.9,-5.7,-2.0,0.3,x,-0.6
O=C1C(=O)N(CCN2CCOCC2)C(c2ccc(Cl)c(Cl)c2)/C1=C(/O)c1ccc2c(c1)OCO2 (centres undefined),0.2,95.1,-0.4,-6.5,-2.3,-10.0,42.4,-0.9,3.2,0.7
COC(=O)C1C(C(=O)OC)C1(c1ccccc1)c1ccccc1 (centres undefined),0.1,101.8,0.2,-6.2,2.6,-12.2,11.9,-0.4,-1.6,0.9
O=C(O)CCC(=O)N1N=C(c2ccco2)CC1c1cccs1 (centres undefined),2.5,91.3,1.9,-2.5,0.5,0.2,-1.5,-3.3,8.0,-2.1
Cc1ccc(NC(=O)c2ccc3c(=O)n4c(nc3c2)CCCCC4)cc1F,-2.7,x,-3.3,-0.7,-3.1,-14.3,0.3,-3.6,1.3,-1.8
c1ccc2c(CNn3cnnc3)cccc2c1,0.4,99.5,-2.1,x,1.2,-0.5,5.9,-1.0,-4.4,-3.5
CCC(C)n1c(-c2cccc(S(=O)(=O)N(CC)CC)c2)n[nH]c1=S (centres undefined),0.3,97.7,-0.8,-6.7,-1.2,-13.4,-18.7,-1.0,0.7,-1.5
c1ccc(Nc2nc(-c3cccnc3)cs2)nc1,-1.6,107.1,3.3,-7.0,-0.3,-12.4,4.3,-1.1,4.9,3.2
CCC(=O)Nc1cccc(C(=O)OC)c1,-0.1,91.3,-1.8,x,1.1,0.9,32.4,-1.1,-2.1,-2.0
CCc1ccc(NC(=O)C2CCCN(S(=O)(=O)c3ccc4c(c3)CCCN4C(C)=O)C2)cc1 (centres undefined),0.2,103.8,-2.6,x,-0.1,-5.3,-11.4,-0.9,0.6,-3.2
Cc1sc(NC(=O)CS(=O)(=O)c2ccccc2)c(C#N)c1C,-1.7,106.8,1.1,-7.0,3.0,-10.9,-21.1,-2.7,-0.9,0.7
COCCN(C(=O)COC(=O)c1cc2ccccc2cc1O)c1c(N)n(Cc2ccccc2)c(=O)[nH]c1=O,0.4,107.9,2.6,-7.5,-2.2,-5.3,-14.8,-0.9,-3.8,-7.9
CCCCCCCCCCCCCC(=O)NO,3.6,88.8,11.6,-1.1,0.3,0.3,14.2,-0.6,-2.2,-1.9
CN(CC(=O)Nc1c(Cl)cccc1Cl)C(=O)c1n[nH]c2ccccc12,0.2,111.3,1.2,-6.5,-1.4,-9.9,-15.9,-1.2,-0.9,0.4
CN1CCN(CCC(=O)Nc2ccc(F)c(F)c2)CC1,-2.1,x,-1.4,-3.0,-4.3,3.3,-1.5,-0.8,0.4,-3.3
CN(CC(=O)Nc1ccccc1Sc1ccccc1)Cc1nc2ccccc2c(=O)[nH]1,-1.2,100.4,-3.1,9.7,1.4,-1.0,-11.3,0.1,-0.6,-1.0
CCCc1nnc(NC(=O)CCCC(=O)O)s1,2.6,101.8,-1.4,-1.7,-6.3,-9.8,4.9,1.8,-2.2,-4.5
O=C(/C=C/c1ccccc1)Nc1ccc(Cl)cn1,1.6,104.0,-1.0,1.3,0.2,7.2,2.2,-0.7,-0.7,-8.5
CCOC(=O)c1[nH]c(C)c(C(=O)N2CCN(c3ccc(OC)cc3)CC2)c1C,-0.2,96.5,1.0,-0.7,-0.7,-3.4,14.8,-2.1,1.7,-4.1
CC(C)NC(=O)COC(=O)/C=C/c1ccco1,3.0,93.8,-1.2,-3.0,0.4,3.2,1.3,0.0,0.5,-0.4
O=C(NC(=O)c1ccc(Cl)c(Cl)c1)OC1CCS(=O)(=O)C1 (centres undefined),-0.2,x,-1.4,-0.9,-5.3,-1.2,-2.4,-0.9,0.2,-1.5
COC(=O)C1=C(C)N=C2SCCC(=O)N2C1/C=C/c1ccccc1 (centres undefined),0.6,109.3,-4.8,0.9,-2.3,-6.0,-2.6,x,x,4.3
Cc1ccc(NC(=S)NC(=O)c2ccc(-c3ccc(Cl)cc3)o2)c(O)c1,0.6,98.1,0.9,-3.1,-3.3,7.2,-8.3,-2.6,-1.6,-4.2

# The final four compounds of the section before are carried over, then new ones follow:
SMILES,C-LANA FP,Pemphigus Ab inh,DAGLB inhibitor,CAL PDZ FP-1,V-ATPase pHluor,Cardiac RTF inh,Arr AP2 block,CAL PDZ FP-2,NSD2 HMT inh,Keap1 Nrf2 FP
CC(C)NC(=O)COC(=O)/C=C/c1ccco1,3.0,93.8,-1.2,-3.0,0.4,3.2,1.3,0.0,0.5,-0.4
O=C(NC(=O)c1ccc(Cl)c(Cl)c1)OC1CCS(=O)(=O)C1 (centres undefined),-0.2,x,-1.4,-0.9,-5.3,-1.2,-2.4,-0.9,0.2,-1.5
COC(=O)C1=C(C)N=C2SCCC(=O)N2C1/C=C/c1ccccc1 (centres undefined),0.6,109.3,-4.8,0.9,-2.3,-6.0,-2.6,x,x,4.3
Cc1ccc(NC(=S)NC(=O)c2ccc(-c3ccc(Cl)cc3)o2)c(O)c1,0.6,98.1,0.9,-3.1,-3.3,7.2,-8.3,-2.6,-1.6,-4.2
COc1ccc(-c2nn(-c3ccccc3)cc2C(=O)N2c3ccc(C)cc3C3CN(C)CCC32)cc1 (centres undefined),-1.0,117.1,1.4,2.8,5.6,9.9,x,-0.2,0.2,-5.9
Cc1cc(NC(=O)COC(=O)c2c(C)noc2C)ccc1Br,0.7,101.6,0.8,-3.7,1.7,-15.1,9.8,0.1,-0.6,-2.4
COc1cc(NC(=O)COC(=O)c2ccc(C)c(S(=O)(=O)N3CCCCC3)c2)c(C)cc1[N+](=O)[O-],-0.8,95.3,1.9,-4.7,1.8,3.4,2.9,0.0,9.6,-0.9
Cc1cccc(/C=N\Nc2cn[nH]c(=O)c2Cl)c1,-0.3,126.8,-0.3,-5.1,1.5,1.3,0.3,-3.1,-1.6,-4.3
O=C(CN1C(=O)NC2(CCCc3ccccc32)C1=O)N1CCc2ccccc2C1 (centres undefined),0.7,109.8,2.9,-6.4,-1.0,-4.3,16.7,x,-0.6,-0.5
